M1 ag: human M1 muscarinic receptor agonists, primary screen, Fluo-8 calcium fluorescence, CHO-K1 cells, HTS. Muscarinic acetylcholine receptor M1 (Homo sapiens), P11229. CHO-K1 hM1, agonist mode; 0% DMSO, 100% acetylcholine EC100. activation, % at 3 µM. 360,000 tested, 0.33% active;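 active means activation above the run's mean compound activation plus 3 SD, cut at about 16% in these data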;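 further: peak over basal fluorescence ratio within a 140 s kinetic read after compound addition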
M1 ag parental: counter-screen for M1 agonists: effect in parental CHO-K1 cells; Fluo-8 calcium fluorescence; scaled to maximal ATP response, vehicle zero; activation, % at 3 µM; 360,000 tested, 0.48% active; in the data active means activation above about 15%;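 further: untransfected CHO-K1 host cells lacking M1 receptor as counterscreen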
CHO-K1 Ca PAM: nonselective calcium activators in parental CHO-K1 cells, primary screen, counter-screen for M1 PAM project, cell-based, Fluo-8 calcium fluorescence, full deck, 1536-well | ATP EC20; 0% at ATP EC20, 100% at ATP max | activation, % at 3 µM | 360,000 tested, 0.02% active;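 active means activation above the run cutoff, the mean activation of all test compounds plus 3 SD, cut at about 40% in these data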;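 further: peak over basal fluorescence ratio in a 140 s read after ATP addition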
CHO-K1 Ca antag: M1 antagonist counterscreen hit in parental CHO-K1 cells | inhibition, % at 3 µM | 360,000 tested, 0.6% active | ATP-induced calcium, Fluo-8 fluorescence;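 active means inhibition above a per-plate cutoff, the plate's mean sample inhibition plus 3 SD, cut at about 24% in these data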;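 further: 0% = DMSO plus EC80 ATP and 100% = DMSO alone without ATP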
CHRM1 antagonist: human M1 muscarinic receptor antagonists, primary screen, CHO-K1 cells, Fluo-8 calcium fluorescence, 1536-well. CHO-K1 hM1, ACh EC80 antagonist. inhibition, % at 3 µM. 360,000 tested, 1.3% active. AID 588852, 2011;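 active means percent inhibition above its own plate's cutoff, namely the mean of that plate's compound wells plus 3 SD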;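 further: peak over basal fluorescence ratio during 140 s after agonist addition; 0% = ACh EC80 plus DMSO and 100% = DMSO alone without agonist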
TAAR1 agonist: human TAAR1 agonists, primary screen, Fluo-8 calcium fluorescence, CHO RD-HGA16 cells | Trace amine-associated receptor 1 (Homo sapiens), Q96RJ0 | vehicle wells 0%, saturating PEA agonist 100% | activation, % at 3 µM | 360,000 tested, 0.99% active | AID 624467, 2012;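 active means activation above the mean activation of all test compounds in the run plus 3 SD, cut at about 38% in these data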
Target sequence (Q96RJ0 whole entry, looked up): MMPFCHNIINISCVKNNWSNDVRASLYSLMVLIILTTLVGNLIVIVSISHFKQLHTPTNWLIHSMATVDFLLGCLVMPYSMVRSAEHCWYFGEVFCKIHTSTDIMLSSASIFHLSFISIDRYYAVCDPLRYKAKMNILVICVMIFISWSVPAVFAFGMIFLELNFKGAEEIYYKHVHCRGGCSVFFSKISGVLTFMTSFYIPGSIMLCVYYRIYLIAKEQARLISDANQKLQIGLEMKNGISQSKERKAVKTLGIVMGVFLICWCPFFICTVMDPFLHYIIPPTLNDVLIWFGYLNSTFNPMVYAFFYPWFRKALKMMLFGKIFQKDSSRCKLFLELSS
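Test system: RD-HGA16 (CHO) cells co-expressing Gα16 and hTAAR1 / Benchmarks: DMSO vehicle as 0%, PEA at EC100 as 100% / Repeats: no replicates (n 1) / Measure: % activation from peak over basal fluorescence ratio, DMSO-to-PEA scaled / Timing: 17-24 h plating, Fluo-8 75 min 37 °C, 30 min RT / Technique: kinetic Fluo-8 calcium fluorescence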
TAAR1 antag: human TAAR1 antagonists, primary screen, Fluo-8 calcium fluorescence, CHO RD-HGA16 cells; Trace amine-associated receptor 1 (Homo sapiens), Q96RJ0; antagonist; inhibition, % at 3 µM; 360,000 tested, 1.5% active;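 active means inhibition above a per-plate cutoff, the mean inhibition of test compounds on that plate plus 3 SD, cut at about 49% in these data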;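 further: 0% = DMSO plus EC80 beta-PEA response and 100% = DMSO alone without agonist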
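Test system – hTAAR1-expressing CHO RD-HGA16 cells, Gα16-coupled · Reagent – β-PEA at EC80 concentration, post-compound challenge · Compound dosing – 3 µM, single point · Timing – 140 s kinetic read after compound, 140 s after agonist · Detection – Fluo-8 intracellular calcium dye fluorescence, real-time kinetic reads · Control set – DMSO and EC80 PEA controls · Repeats – n of 1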
CHO parental Ca: ATP-evoked calcium signal inhibitors, parental CHO, primary screen, counter-screen for OX1R antagonist project, cell-based, fluorescence, Fluo-8 calcium dye; 330,000 tested, 0.63% active; AID 463079, 2010; parental CHO-K1, ATP-induced calcium, Fluo-8 fluorescence; inhibition, % at 5.6 µM;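 active means inhibition above that plate's mean sample inhibition plus 3 SD, cut at about 26% in these data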;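 further: 0% = ATP-challenged DMSO wells and 100% = DMSO wells without ATP; some compounds past the cut are filed as inactive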
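material = parental CHO cells | also added = ATP as calcium-mobilizing challenge | dosing = single point at 5.6 µM | detection = intracellular calcium via Fluo-8 no-wash fluorescent dye | read-out = % inhibition | benchmarks = low control ATP plus DMSO, high control DMSO only | repeats = one well per compound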
OXTR potentiator: human OXTR potentiators, primary screen, fluorescence, CHO-OTR cells, Fluo-8 calcium. Oxytocin receptor (Homo sapiens), P30559. Fluo-8 calcium fluorescence, potentiator mode; 0% = oxytocin EC15, 100% = EC100. activation, % at 3 µM. 320,000 tested, 0.061% active. AID 2445, 2010;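 active means activation above that plate's cutoff, the mean activation of tested compounds plus 3 SD, cut at about 6.6% in these data, passing the limit was not always enough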;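 further: 100% uses oxytocin at 75 nM as the full agonist control; some results filed as inactive read as strong as hits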
Target sequence (P30559 whole entry, looked up): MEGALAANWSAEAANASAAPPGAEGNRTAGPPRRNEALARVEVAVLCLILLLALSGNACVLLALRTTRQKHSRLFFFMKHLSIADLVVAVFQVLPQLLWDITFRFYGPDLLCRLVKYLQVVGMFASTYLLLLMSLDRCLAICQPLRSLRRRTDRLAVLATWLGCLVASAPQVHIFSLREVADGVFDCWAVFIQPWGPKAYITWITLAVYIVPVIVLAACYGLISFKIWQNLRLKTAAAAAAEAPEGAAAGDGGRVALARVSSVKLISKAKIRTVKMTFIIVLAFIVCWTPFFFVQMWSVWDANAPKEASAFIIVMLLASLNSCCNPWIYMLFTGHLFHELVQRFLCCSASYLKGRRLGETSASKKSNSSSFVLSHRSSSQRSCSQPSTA
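Material: CHO-OTR cells, human receptor; compound dosing: single dose, 3.0 µM nominal final compound concentration; schedule: 6 min compound pre-incubation at room temperature, 100 s kinetic read; measured by: kinetic Fluo-8 calcium fluorescence; read-out basis: % activation vs EC15 and EC100 oxytocin; controls: EC15 oxytocin alone as 0%, 75 nM oxytocin as 100%; replicates: singlicate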
Active calls of the source: *; x = not tested or not shown.

1. Cn1ccn(CCCCCCn2ccn(C)c2=S)c1=S
2. O=C(CCN1CCOCC1)Nc1ccc(F)cc1
3. CCc1nnc(SCc2ccc(OC)c(Br)c2)n1N
4. CN1C(=O)Cc2cc(S(=O)(=O)NCc3cccs3)ccc21
5. Cc1ccc(C(=O)NC(Cc2c[nH]c3ccccc23)C(=O)O)o1 (stereo not drawn)
6. COCCNC(=O)C1CCCN(C(=O)c2csc3ccccc23)CC1 (stereo not drawn)
7. CCC1Oc2ccc(C)cc2N(CC(=O)NCc2cccc(OC)c2)C1=O (stereo not drawn)
8. N#CC1(C#N)C(C(N)=O)C1c1ccccc1 (stereo not drawn)
Assay by compound	1	2	3	4	5	6	7	8
M1 ag	-4	-1	-2	-6	-2	2	-2	-5
M1 ag parental	0.2	0.2	0.5	4.2	-0.4	0.1	2.2	0.4
CHO-K1 Ca PAM	12	-3	23	10	1	11	-3	-6
CHO-K1 Ca antag	-14	-2	-14	0	-3	-4	-1	13
CHRM1 antagonist	-16	-10	-25	7	-23	-5	-2	0
TAAR1 agonist	4	0	7	10	5	5	6	10
TAAR1 antag	-9	-22	1	11	3	-15	5	-36
CHO parental Ca	x	-8	0	-2	-6	x	-27	-5
OXTR potentiator	x	3	-4	-11	-7	x	-3	-6

Complete entries from above:
`Cn1ccn(CCCCCCn2ccn(C)c2=S)c1=S` is listed as M1 ag = -4; M1 ag parental = 0.2; CHO-K1 Ca PAM = 12; CHO-K1 Ca antag = -14; CHRM1 antagonist = -16; TAAR1 agonist = 4; TAAR1 antag = -9; CHO parental Ca = x; OXTR potentiator = x
`Cc1ccc(C(=O)NC(Cc2c[nH]c3ccccc23)C(=O)O)o1` (stereo not drawn) is listed as M1 ag = -2; M1 ag parental = -0.4; CHO-K1 Ca PAM = 1; CHO-K1 Ca antag = -3; CHRM1 antagonist = -23; TAAR1 agonist = 5; TAAR1 antag = 3; CHO parental Ca = -6; OXTR potentiator = -7
`CN1C(=O)Cc2cc(S(=O)(=O)NCc3cccs3)ccc21` is listed as M1 ag = -6; M1 ag parental = 4.2; CHO-K1 Ca PAM = 10; CHO-K1 Ca antag = 0; CHRM1 antagonist = 7; TAAR1 agonist = 10; TAAR1 antag = 11; CHO parental Ca = -2; OXTR potentiator = -11

The results go on:
9. CS(=O)(=O)Nc1cccc(-c2cn3ccccc3n2)c1
10. CC#CC(=O)NCC1(N(C)Cc2ccccc2)Cc2ccccc2C1
11. CCN(CCN(C)C)C(=O)C1CCN(S(=O)(=O)c2c(C)noc2/C=C/c2ccccc2F)CC1
12. O=C(c1ccc(Cl)cc1)C1CCCN(C(=O)/C=C/c2ccccn2)C1 (stereo not drawn)
13. Cc1ccc(S(=O)(=O)/N=C(/c2ccc(F)cc2)N(C)C)cc1
14. O=C(CSc1nnc(NC(=O)c2c(F)cccc2F)s1)Nc1ccc(F)cc1
15. CNc1cc(-c2ccc(OC)c(OC)c2)ncn1
16. COc1cc(N(C)C)c([N+](=O)[O-])cc1C(=O)N1CCN(Cc2ccccc2)CC1
Assay by compound	9	10	11	12	13	14	15	16
M1 ag	-2	-6	-3	-5	-4	-3	1	-12
M1 ag parental	0.5	0.3	5.3	3.3	0.9	2.9	-0.1	1.0
CHO-K1 Ca PAM	18	14	8	-11	6	17	10	7
CHO-K1 Ca antag	-28	-6	-4	-8	-3	-15	11	8
CHRM1 antagonist	-13	-7	2	18	-9	-5	-20	-7
TAAR1 agonist	1	-1	2	-1	5	6	3	2
TAAR1 antag	11	-25	-3	-16	-2	-28	-12	7
CHO parental Ca	-5	-2	-1	-10	-4	-4	x	-15
OXTR potentiator	-29	7	-12	-6	-6	-8	x	-4

17. O=C(c1cc2sccc2n1Cc1ccc(F)cc1)N1CCN(c2nc3ccccc3s2)CC1
18. CCOC(=O)c1ccc(NC(=O)CSc2nnc(CNc3ccc(C)cc3)n2C)cc1
19. COc1cc(C)nc(N2CCC(C(N)=O)CC2)n1
20. Cn1c(=O)c2c(nc(Sc3ncnn3CC(=O)N3CCOCC3)n2C)n(C)c1=O
21. COCc1[nH]c(=S)c(C#N)cc1C(=O)OC
22. COc1ccc(Cn2nnc3c(=O)[nH]c(C(=O)NCCc4ccc(F)cc4)nc32)cc1OC
23. COC(=O)Cc1c(C)c2ccc(OCC(=O)N3CCC(C)CC3)c(C)c2oc1=O
24. NC(=O)c1sc2nc(N3CCCCC3)c3c(c2c1N)CCCC3
Assay by compound	17	18	19	20	21	22	23	24
M1 ag	-1	-5	-8	-2	-2	1	-1	-1
M1 ag parental	2.0	0.0	-0.2	0.4	0.0	0.9	5.5	-0.3
CHO-K1 Ca PAM	12	12	-11	14	-12	13	-11	6
CHO-K1 Ca antag	10	-8	-5	-19	13	-2	4	20
CHRM1 antagonist	14	-7	22	0	1	-11	-3	3
TAAR1 agonist	2	4	5	1	1	-1	2	9
TAAR1 antag	18	-3	-2	-18	-45	-3	7	-13
CHO parental Ca	37*	-21	-7	-8	-11	-10	-17	-15
OXTR potentiator	-17	-5	5	-2	2	-5	-5	-17

25. COc1ccc(CCN(C)C(=O)N2CCOCC2)cc1OC
26. COc1cc(/C=C/C(=O)OCC(=O)NCCc2ccccc2)cc(OC)c1OC
27. CCN1CCN(C(C(=O)NC2CCCCC2)C2CC2)CC1 (stereo not drawn)
28. CC(C)[C@H](NS(=O)(=O)c1cccc(C(F)(F)F)c1)C(=O)OCC(=O)NC(=O)NCc1ccco1
29. NC(=O)CCC(NC(=O)c1ccc(Cl)cc1)C(=O)NCCc1ccc2c(c1)OCCO2 (stereo not drawn)
30. CC(=O)NC1CCN(C(=O)N2CCCC2)CC1
31. COc1cc(OC)cc(C(=O)NCCNC(=O)c2ccco2)c1
32. CCN1CCCC1CNCc1ccc(Cl)cc1Cl (stereo not drawn)
Assay by compound	25	26	27	28	29	30	31	32
M1 ag	-3	-2	-2	0	-4	-2	-3	-12
M1 ag parental	2.0	2.3	-0.2	6.8	0.3	0.5	0.2	0.4
CHO-K1 Ca PAM	17	7	-1	13	-28	18	2	-2
CHO-K1 Ca antag	-1	-7	-23	-20	15	-15	0	-3
CHRM1 antagonist	-17	11	-14	4	-4	-6	8	8
TAAR1 agonist	1	3	0	2	2	1	-1	5
TAAR1 antag	-8	-1	6	-5	-37	-3	2	-8
CHO parental Ca	0	2	x	-6	x	-5	-20	-15
OXTR potentiator	-3	-18	x	-11	x	-6	-1	-3

33. Cc1sc2nc(NCCO)[nH]c(=O)c2c1C
34. CC(=O)Nc1ccc2nc(SCC(=O)Nc3ccc(N4CCOCC4)c(Cl)c3)sc2c1
35. C=CCc1cccc2cc(C(=O)NCc3cccnc3)c(=O)oc12
36. COc1ccccc1NC(CC(=O)c1ccccc1)C(=O)OCC(=O)c1ccc(Br)cc1 (stereo not drawn)
37. O=C(NCc1ccco1)C(C(=O)c1ccc(F)cc1)n1ccccc1=O (stereo not drawn)
38. CCOC(=O)C1CCCN(C(=O)CN2C(=O)c3ccccc3C2=O)C1 (stereo not drawn)
39. COc1ccc(S(=O)(=O)N2CCN(C(=O)CC3CC4CCC3C4)CC2)cc1 (stereo not drawn)
40. CC(=O)Nc1ccc2c(COC(=O)[C@@H](NS(=O)(=O)c3ccc(C)cc3)C(C)C)cc(=O)oc2c1
Assay by compound	33	34	35	36	37	38	39	40
M1 ag	0	-1	-15	-4	-6	-1	-3	-1
M1 ag parental	-0.3	1.3	0.5	-0.2	0.9	0.8	0.3	0.1
CHO-K1 Ca PAM	-8	2	-2	-9	18	13	1	-16
CHO-K1 Ca antag	15	-3	-9	0	-8	-5	2	-3
CHRM1 antagonist	-1	-6	36*	4	-7	-2	14	0
TAAR1 agonist	0	20	-2	0	1	2	5	5
TAAR1 antag	-18	7	-6	13	-15	9	-7	2
CHO parental Ca	0	-11	-21	-11	-8	-8	-3	-14
OXTR potentiator	-1	-3	-6	-5	-3	-1	-9	-5

41. COc1cc(C(=O)Nc2cc(S(C)(=O)=O)ccc2Cl)ccc1OCC(=O)N1CCOCC1
42. CCCNC(=O)c1ccc2c(c1)S(=O)(=O)c1ccccc1C2=O
43. O=C(c1cccc(N2C(=O)C3C4C=CC(C4)C3C2=O)c1)N1CCN(c2ccc(F)cc2)CC1 (stereo not drawn)
44. O=C1CC(C(F)(F)C(F)(F)C(F)(F)F)=Nc2ccccc2N1
45. Cc1ccc(CN2CCC[C@]3(N[C@H](c4ccccc4)[C@@H]4C(=O)N(Cc5ccccc5)C(=O)[C@@H]43)C2=O)cc1
46. O=C(NCC(c1ccco1)N1CCOCC1)c1ccc(Cl)cc1 (stereo not drawn)
47. Cc1ccc(NC(=O)CNC(=O)c2ccco2)cc1Cl
48. N/C(=N\N=Cc1ccc2c(c1)OCO2)NN=Cc1ccc2c(c1)OCO2
Assay by compound	41	42	43	44	45	46	47	48
M1 ag	0	0	1	-4	-5	-2	-3	-1
M1 ag parental	0.1	1.1	10	3.2	1.4	0.7	0.2	1.2
CHO-K1 Ca PAM	2	10	16	13	-15	10	16	3
CHO-K1 Ca antag	-5	-6	-18	-11	29*	0	-4	-4
CHRM1 antagonist	-12	-6	-1	-12	3	-17	-2	-3
TAAR1 agonist	0	2	9	2	5	0	1	11
TAAR1 antag	-1	-2	-22	1	22	-12	7	-24
CHO parental Ca	-3	-13	-18	-12	x	0	-10	x
OXTR potentiator	-3	2	-9	-1	x	4	-6	x

49. Cn1c(=O)n(C)c2cc(S(=O)(=O)NCCc3ccccc3)ccc21
50. CCn1c(NCc2ccccn2)nc2c1c(=O)n(C)c(=O)n2C
51. CCOCC(=O)Nc1cc(C(=O)Nc2cccc(C)c2C)ccc1Cl
52. Brc1ccc(Cn2c(-c3ccc(Br)o3)nc3ccccc32)o1
Assay by compound	49	50	51	52
M1 ag	1	-4	-2	-12
M1 ag parental	4.2	0.1	0.4	-0.1
CHO-K1 Ca PAM	6	12	14	-12
CHO-K1 Ca antag	-4	8	-2	0
CHRM1 antagonist	2	-6	-10	-7
TAAR1 agonist	36	7	3	0
TAAR1 antag	3	1	8	-19
CHO parental Ca	-7	-3	-18	x
OXTR potentiator	-15	-3	-3	x
